S1P1 ag pot: activates or potentiates agonism at human S1P1 receptor | AID 449 | P21453 | S1P1 CRE-bla cells, forskolin, beta-lactamase FRET, potentiator mode; S1P1 agonist co-added at EC20, 2 nM; 100% = saturating reference agonist, 0% = basal | activation, % at 9.5 µM | 56,000 tested, 0.57% active;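 active means activation above a cutoff set at the mean activation of all tested compounds plus 3 SD, cut at about 54% in these data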;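 further: forskolin at 4 µM as EC80 and the EC20 agonist is SEW2871; 100% = SEW2871 at its EC100 plus forskolin at EC80; some compounds past the cut are filed as inactive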
Target sequence (P21453 whole entry, looked up): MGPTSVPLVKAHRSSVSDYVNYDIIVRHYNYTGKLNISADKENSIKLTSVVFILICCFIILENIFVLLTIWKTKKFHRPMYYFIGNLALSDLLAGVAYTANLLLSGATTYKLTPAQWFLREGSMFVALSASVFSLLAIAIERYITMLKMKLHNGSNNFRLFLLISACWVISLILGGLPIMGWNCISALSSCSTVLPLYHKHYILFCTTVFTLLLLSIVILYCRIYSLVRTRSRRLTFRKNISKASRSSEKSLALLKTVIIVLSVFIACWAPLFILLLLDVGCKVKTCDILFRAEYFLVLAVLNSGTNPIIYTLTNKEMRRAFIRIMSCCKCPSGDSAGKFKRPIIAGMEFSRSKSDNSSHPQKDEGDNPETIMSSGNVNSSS
5HT1a antag: blocks the human serotonin 5-HT1a receptor; P08908; 62,000 tested, 0.68% active; CHO 5-HT1a Ga15 NFAT-bla reporter, antagonist mode; inhibition, % at 10 µM;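 active means inhibition above the mean of all tested compounds plus 3 SD, cut at about 43% in these data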;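 further: receptor stimulated by 5-CT agonist at 100 nM near EC80; beta-lactamase reporter measured by ratiometric fluorescence of a cleavable substrate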
RORa activator: activates the human nuclear receptor RORA | CHO-K1 Gal4-RORA LBD luciferase reporter, luminescence; percent increase over mock-subtracted basal signal | activation, % at 10 µM | 65,000 tested, 1.5% active;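 active means activation above the mean of all tested compounds plus 3 SD, cut at about 49% in these data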;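 further: 0% = DMSO-treated RORA cells and 100% = added signal equal to DMSO minus mock-transfected cells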
Target sequence (P35398 whole entry, looked up, the tested form may be a part): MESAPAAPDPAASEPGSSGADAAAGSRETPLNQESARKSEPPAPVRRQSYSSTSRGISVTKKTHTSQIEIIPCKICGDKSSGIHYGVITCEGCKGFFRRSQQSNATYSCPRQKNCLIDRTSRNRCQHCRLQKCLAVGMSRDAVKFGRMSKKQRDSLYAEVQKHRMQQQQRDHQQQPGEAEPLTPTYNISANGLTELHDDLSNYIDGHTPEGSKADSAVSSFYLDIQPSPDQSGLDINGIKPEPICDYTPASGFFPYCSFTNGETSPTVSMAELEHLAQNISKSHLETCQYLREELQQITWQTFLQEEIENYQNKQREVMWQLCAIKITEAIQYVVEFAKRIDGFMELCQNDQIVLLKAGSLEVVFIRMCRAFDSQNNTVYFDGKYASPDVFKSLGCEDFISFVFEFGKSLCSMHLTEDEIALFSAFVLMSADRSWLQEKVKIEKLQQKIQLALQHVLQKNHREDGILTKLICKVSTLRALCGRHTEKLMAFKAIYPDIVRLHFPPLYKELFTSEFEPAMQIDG
tolC growth inh: E. coli tolC mutant growth inhibition | E. coli BW25113 tolC mutant growth, OD615 | growth inhibition, % at 10 µM (by protocol) | 65,000 tested, 2.2% active;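 active means growth inhibition at or above a cutoff equal to the mean over every tested compound plus 3 SD, cut at about 60% in these data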;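 further: growth measured after 20 h incubation at 37 °C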
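Signal: optical density read at 615 nm; Assay system: E. coli ΔtolC::kan strain BW25113; Times: 20 h incubation with compound, 37 °C; Dosing: 10 µM final, single dose.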
AP complement: alternative pathway complement inhibition, orthogonal assay | Human serum alternative complement pathway, LPS-coated ELISA, C3 deposition; tested in compound mixtures | inhibition, % at 5 µM | 62,000 tested, 0.08% active | AID 1235;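 active means inhibition above 30% in each of the two pooled mixtures holding the compound, so the lower value exceeds 30%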;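 further: 0% = serum in Mg-EGTA without compound and 100% = EDTA serum blank; some compounds past the cut are filed as inactive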
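Assay system: human serum alternative complement pathway, C3 deposition on LPS-coated wells; Dosing: 5 µM per compound in ten-compound mixtures; Detection: Anti-C3 ELISA, OD 450 nm; Buffer or medium: Mg2+-EGTA GVB++ buffer containing human serum at 1:15 dilution; Timing: 1 h at 37 °C; Replication: two different pools per compound.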
SF-1 act: SF-1 (human) activation | CHO-K1 Gal4-SF-1 LBD luciferase reporter; % increase over DMSO SF-1-specific signal | activation, % at 10 µM | 65,000 tested, 1.9% active;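 active means activation above the mean activation of all tested compounds plus 3 SD, cut at about 50% in these data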
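Assay system: CHO-K1 cells co-transfected with Gal4 DBD–human SF-1 LBD, 5xGal4 luciferase reporter / Input: 4,000 cells per well / Incubation: 20 h compound exposure at 37 °C after 1 h cell settling / Detection: SteadyLite luciferase luminescence / Control set: DMSO negative control and −SF1 background wells / Replication: one test per compound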
5HT1E ag: agonists of human 5-HT1E serotonin receptor; AID 574; CHO 5-HT1E Ga15 NFAT-bla reporter, FRET; 0% DMSO wells, 100% control agonist wells; activation, % at 6 µM; P28566; 65,000 tested, 0.69% active;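 active means activation above a set limit, the screen-wide mean activation plus 3 SD, cut at about 8.5% in these data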;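 further: 100% = positive control agonist at 1 µM giving full maximal response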
HTR1E antagonist: antagonists of human 5-HT1E serotonin receptor; P28566; CHO 5-HT1E Ga15 NFAT-bla reporter, FRET, antagonist; inhibition, % at 6 µM; 65,000 tested, 0.99% active;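 active means inhibition above a set limit, the mean inhibition across every tested compound plus 3 SD, cut at about 29% in these data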;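 further: signal is the 460 over 535 nm emission ratio of beta-lactamase substrate; 0% = agonist plus DMSO wells and 100% = wells without agonist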
S1P3 agonist: agonists of human S1P3 receptor. Q99500. S1P3 NFAT-BLA reporter cells, agonism, FRET ratio; relative to 1 µM S1P, basal subtracted. activation, % at 4.5 µM. 60,000 tested, 0.1% active;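 active means activation above the screen-wide mean plus 3 SD, cut at about 4.5% in these data, passing the limit was not always enough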; further: some compounds called inactive have numbers as strong as hits
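Benchmarks: high control 1 µM S1P / System: stable CHO line with human S1P3, Gα16, NFAT-BLA reporter / Dosing: single compound concentration, 4.5 µM final / Timing: 4 h compound at 37 °C, 2 h substrate at RT / Measured by: FRET β-lactamase substrate fluorescence, excitation 405 nm, 460/535 nm emission ratio, background-subtracted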
Active calls of the source: *; x = not tested or not shown.

Under each structure – HTR1E antagonist	RORa activator	5HT1a antag	AP complement	tolC growth inh	SF-1 act	S1P1 ag pot	5HT1E ag	S1P3 agonist
> c1ccc(OCCCn2nnc(-c3ccc(N4CCOCC4)cc3)n2)cc1
  -5.8	4.2	-6.4	-4.9	-17.5	12.2	-3.9	-0.9	0.0
> CCOC(=O)c1cnn2c(N)c(C#N)nnc12
  -1.1	3.2	5.6	-1.2	-12.8	9.3	2.6	1.0	-0.6
> CC1(C)CC(NC(=O)CCC2CCCC2)CC(C)(C)N1
  10.5	-10.5	-3.2	17.8	-1.0	-2.1	-2.8	-0.5	-0.7
> COc1ccc(N(CC(=O)N2CCCCC2)S(=O)(=O)c2c(C)nn(C)c2C)cc1
  -8.7	-12.7	-11.2	28.2	-7.1	12.9	-7.0	1.2	-0.9
> CC(=O)c1ccc(N2CCN(C(=O)c3ccc4c(=O)n(-c5ccccc5)c(=O)[nH]c4c3)CC2)cc1
  -4.3	11.8	4.5	13.3	0.8	11.7	x	2.1	x
> COC(=O)c1[nH]c2cccc(OC)c2c1NC(=O)CCN1CCN(c2ccccc2F)CC1
  -10.4	-9.6	-7.3	13.8	7.9	-4.1	9.0	0.7	-0.4
> O=C(CCS(=O)(=O)c1ccc(Br)cc1)N1CCN(c2ccccc2F)CC1
  -3.6	-6.7	-5.9	8.4	7.4	-4.5	-6.5	0.3	-0.9
> COc1ccc(CN(CC(=O)NCC2CCCO2)C(=O)CCC(=O)Nc2cc(C)on2)cc1 (centres undefined)
  -1.2	0.8	-0.7	-11.6	-22.7	0.5	-9.2	0.7	0.9
> CCOC(=O)c1[nH]c2cc(OC)c(OC)cc2c1NC(=O)c1ccc2c(c1)OCO2
  0.0	-3.7	-3.7	5.3	15.0	5.1	x	0.3	x
> CCOc1cc(-c2ccc(N)c(OCC)c2)ccc1N
  -2.5	-10.5	9.8	2.6	8.2	-8.6	15.2	-0.6	-0.4
> CN(C)c1ccc(CNC(=O)C2CCN(S(=O)(=O)c3ccc4c(c3)CCC(=O)N4)CC2)cc1
  16.9	-18.3	1.9	10.1	-4.0	-2.7	-13.8	-0.3	-0.5
> O=C1Nc2ccccc2C1(O)Cc1ccncc1 (centres undefined)
  -7.9	-20.7	2.4	9.1	-12.3	-7.7	16.5	-0.4	-1.2
> O=C(O)CCC(=O)N1CCc2cc(S(=O)(=O)N3CCC(Cc4ccccc4)CC3)ccc21
  -11.9	2.5	4.6	5.9	100.0*	7.6	18.5	2.1	-1.7
> CC(C)C(=O)Nc1nnc(-c2ccccc2)o1
  6.9	-7.2	17.3	2.9	-1.1	19.7	5.2	0.5	-1.2
> CCC(C)(C)n1nnnc1C(c1ccc(OC)c(OC)c1)N1CCN(c2cccc(OC)c2)CC1 (centres undefined)
  -6.2	-11.8	27.5	11.9	7.5	2.9	-3.7	-1.3	-1.1
> O=C(Nc1ccccc1C(=O)N1CCOCC1)C1CC(=O)N(C2CCCC2)C1 (centres undefined)
  5.2	3.3	2.0	-2.3	-14.4	10.4	9.5	0.2	0.5
> Cc1cc(Cl)c(OCCCn2cncn2)c(Br)c1
  -4.8	-11.9	11.9	-9.4	18.3	3.4	-9.2	-0.7	-1.0
> COCCNC(=O)CN(C(=O)CCC(=O)Nc1ccccn1)c1ccc(F)cc1
  -4.4	1.1	3.0	-4.7	0.0	-11.4	-20.5	0.6	-1.4
> COc1ccc(C2CC(c3ccc(Cl)c(Cl)c3)Nc3nc(N)nn32)cc1 (centres undefined)
  -9.6	-16.3	8.4	13.0	25.8	8.1	-4.3	0.1	-0.2
> CC(=O)c1cccc(NC(=O)CN2C(=O)COc3ccc(Cl)cc32)c1
  -3.9	-3.9	7.4	26.1	-14.8	-2.1	-12.4	-1.6	-0.1
> CC(=O)c1n[nH]nc1NC(=O)c1ccccc1
  6.8	-6.7	-8.5	18.2	-19.1	24.0	x	-1.2	x
> CCC(c1nnc(SCc2nc3ccccc3s2)n1Cc1ccccc1)N(C)C (centres undefined)
  -1.2	48.0	15.5	9.2	22.1	60.7*	-2.0	-0.6	0.0
> CC(C)c1cc(Nc2cccc(O)c2)cc(C(C)C)c1O
  -1.6	8.4	-10.9	24.3	14.4	2.4	-16.6	-0.3	-0.5
> CN1CCN(S(=O)(=O)c2ccc(-c3ccccc3)cc2)CC1
  -0.4	3.8	-5.7	-9.8	-5.0	31.8	-14.7	-0.5	-0.1
> CCN1CCN(C(c2cccs2)C(C)NC(=O)c2ccccc2OC)CC1 (centres undefined)
  2.1	9.0	1.1	23.2	1.2	2.7	-0.9	2.0	-0.5
> CCC(=O)Nc1nnc(Sc2ccc(N(C)C)cc2)s1
  6.6	-15.5	9.5	1.1	3.9	29.4	-42.1	0.2	0.3
> Cc1cc(-c2ccccc2)nc(N2CCC(C(=O)NC(C)C)CC2)n1
  -3.2	66.6*	-4.1	4.2	6.9	96.8*	0.6	-0.7	-0.6
> CCc1nc(SCC(=O)NCCc2ccc(OC)c(OC)c2)c2c(=O)n(C)c(=O)n(C)c2n1
  -9.6	-15.7	-0.2	5.8	-11.2	9.6	5.3	0.6	-0.2
> CC(=O)Nc1ccc(S(=O)(=O)N2CCN(C(=O)CCC3CCCC3)CC2)cc1
  -4.9	18.8	-16.2	12.4	3.5	-5.5	x	0.7	-0.6
> O=C(CSc1ccccc1)Nc1ccc(S(=O)(=O)NCC2CCCO2)cc1 (centres undefined)
  -3.9	-12.1	-18.9	13.2	3.0	-5.4	-23.6	0.4	-1.1
> Cc1ccc(C)c(S(=O)(=O)C(C#N)c2nc3ccccc3nc2N2CC(C)OC(C)C2)c1 (centres undefined)
  5.4	12.9	-8.1	13.3	57.7	18.8	7.5	0.5	0.7
> CCOC(=O)c1nnn(-c2nonc2-n2cccc2)c1CN1CCCCC1
  17.5	20.6	-16.1	9.8	-24.5	2.1	11.5	-0.4	0.8
> CCOc1ccccc1C1C(C#N)=C(SCC(=O)OC)NC(=O)C1C(=O)OC (centres undefined)
  -7.9	-0.1	-0.4	25.3	-22.8	-6.8	-0.6	0.4	-0.7
> COC(=O)CSc1nnc(CSc2nc(C)cc(C)n2)n1Cc1ccco1
  3.0	8.0	-3.8	-4.0	-10.2	2.8	-17.5	0.1	0.2
> COc1ccc(C(=O)COC(=O)CN2C(=O)C3C4C=CC(C4)C3C2=O)cc1 (centres undefined)
  8.5	-12.4	7.8	3.6	4.4	-7.8	-7.8	-1.1	-0.8
> COC(=O)c1c(-c2ccc(C)cc2)csc1N
  -2.8	15.8	-7.2	9.6	15.5	1.7	23.0	0.7	-0.4
> Cc1cc(-c2ccccc2)nc2cc(C(N)=O)nn12
  4.5	2.2	4.3	13.1	-9.2	6.7	x	1.1	-1.3
> O=C(c1ccco1)N1CCN(S(=O)(=O)c2cccs2)CC1
  -3.9	1.3	-9.1	11.6	-15.9	-5.3	-30.6	1.1	-0.4
> O=C(Nc1ccc(O)cc1)c1cc2n(n1)C(C(F)(F)F)CC(c1ccco1)N2 (centres undefined)
  0.9	23.1	2.7	-4.1	10.2	40.1	99.8*	0.0	0.3
> CCCn1c(SCC(=O)c2ccc3c(c2)OCCO3)nnc1C(C)C
  0.9	3.9	8.1	-7.8	0.3	-13.5	-21.7	0.3	-0.9

Reformatted with tabs: two of the compounds above
Compound	HTR1E antagonist	RORa activator	5HT1a antag	AP complement	tolC growth inh	SF-1 act	S1P1 ag pot	5HT1E ag	S1P3 agonist
O=C(c1ccco1)N1CCN(S(=O)(=O)c2cccs2)CC1	-3.9	1.3	-9.1	11.6	-15.9	-5.3	-30.6	1.1	-0.4
COc1ccc(C(=O)COC(=O)CN2C(=O)C3C4C=CC(C4)C3C2=O)cc1 (centres undefined)	8.5	-12.4	7.8	3.6	4.4	-7.8	-7.8	-1.1	-0.8

Carrying on.
Under each structure – HTR1E antagonist	RORa activator	5HT1a antag	AP complement	tolC growth inh	SF-1 act	S1P1 ag pot	5HT1E ag	S1P3 agonist
> CN1/C(=C\C(=O)c2cccs2)Sc2ccccc21
  -4.8	27.8	22.0	-2.8	68.2*	33.7	-2.9	-0.6	0.6
> CC(=O)N1CCc2cc(S(=O)(=O)NCCC(=O)Nc3ccc4c(c3)OCCO4)ccc21
  3.6	13.2	5.0	-13.1	-16.8	37.8	-19.5	1.4	-1.3
> O=C(CCCN1C(=O)c2ccccc2C1=O)Nc1ccccc1C(=O)N1CCOCC1
  -5.0	-20.1	-4.2	-7.1	5.8	-1.0	-15.1	-0.5	-1.0
> Cc1ccc(C(=O)Nc2ccc3c(c2)nc2n3CCSC2)cc1
  -1.7	-8.8	8.8	-9.6	25.0	29.5	14.9	-0.9	-1.7
> Cc1cccc(NC(=O)c2cc3ccccc3o2)c1
  1.3	25.8	27.6	-1.7	15.9	89.5*	14.7	5.9	0.3
> CCOC(=O)N1CCN(C(=O)c2cnc3n(c2=O)CCS3)CC1
  0.8	-15.2	1.8	-1.2	-16.9	18.5	-8.4	4.1	-0.1
> O=C(CCN1C(=O)C2CC=CCC2C1=O)N1CCN(c2ccccn2)CC1 (centres undefined)
  15.0	-8.9	2.9	4.7	-13.0	3.1	2.1	0.1	-1.3
> CCn1c(SCC(=O)Nc2cccc(OC)c2)nnc1-c1ccc(Cl)cc1
  -5.2	14.8	2.2	3.1	x	0.4	-4.1	-0.2	-0.6
> CCOc1ccc(N2CC(C(=O)Nc3ccc(F)cc3F)CC2=O)cc1 (centres undefined)
  2.9	2.6	3.8	14.4	-25.9	-4.6	x	0.5	x
> CC(C)Cn1c2c(c(O)c(C(=O)Nc3ccc(F)cc3)c1=O)CCCC2
  -9.1	-16.3	-4.9	22.4	5.7	-6.7	-14.2	0.6	-0.5
> O=c1cnc2ccccc2n1CC1CCCCC1
  1.9	-2.6	4.2	-9.7	x	14.9	5.6	-1.8	-1.0
> CCc1c(C)sc(NC(=O)c2ccco2)c1C(=O)N1CCCCC1
  -2.0	2.1	-6.4	0.3	-9.7	-1.3	11.8	0.3	-0.3
> CCn1c2ccccc2c2nnc(SCc3ccc(C(=O)OC)o3)nc21
  27.7	-19.6	1.0	8.5	25.7	8.5	-78.4	0.8	-0.3
> O=C(Nc1nc(-c2ccccc2)ns1)c1cccs1
  -19.6	34.1	-197.2	14.5	64.2*	75.5*	-9.3	0.1	0.2
> COc1ccc(Cl)cc1NC(=O)C1CC(=O)N(c2ccc(F)cc2)C1 (centres undefined)
  -2.8	-10.9	-8.0	1.2	15.1	-11.9	5.4	1.1	-0.6
